AMA1 RON2 block – inhibitors of Plasmodium falciparum AMA1-RON2 interaction | AID 720542 | AlphaScreen AMA1-biotinylated RON2 peptide binding | Potency, µM (highest dose often 58.2 µM), inactives show at the highest dose activity change, negative = inhibition, actives largely listed as inhibitors | 0.2% of 360,000 active;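 note: potency is the fitted concentration of half-maximal effect; 0% = vehicle wells and -100% = peptide control; nearly all actives have a fitted effect of over 45% in size; some results filed as inactive show a strong effect at the top dose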
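AMA1 (3D7) with his tag at 25 nM final met compounds first, then biotinylated RON2 peptide at 25 nM; detection used donor plus acceptor beads, 10 µg/mL apiece, read by AlphaScreen after 30 min at room temperature.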
Tb PYK inh – T. brucei pyruvate kinase inhibition; 0.12% of 410,000 active; Q57TT1; TbPYK enzyme, Kinase-Glo Plus ATP luminescence, 45 min; Potency, µM (doses to about 76.8 µM), without a hit: at the highest dose activity, negative = inhibition, most hits filed as inhibitors; AID 624173; note: potency is the fitted concentration of half-maximal effect; nearly all actives have a fitted effect of over 50% in size
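In this concentration-response screen, enzyme-free wells defined baseline while DMSO plates tracked drift. Each reaction combined TbPYK, substrate, compound and 130 uM ADP for 45 min at room temperature. Kinase-Glo Plus luminescence gave the signal.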
HCMV inh – human cytomegalovirus inhibition | HFF cells, HCMV-luciferase reporter, 72 h; stronger effect = lower value | activity change, negative = inhibition, % at 57.5 µM | 4.5% of 410,000 active; in the data active = activity change below about -60%; inconclusive = no clear call, values can overlap the other calls; inactive = above about -39%
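Luciferase read-out from HCMV-luciferase-infected HFFs (MOI 1 PFU/cell) 72 h post infection at 37C; compounds added after 16 h cell attachment; activity normalized between buffer-only basal and Salinomycin (10uM) inhibitor controls.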
HCV inhibitor – inhibitors of hepatitis C virus infection. Huh7.5.1 HCVcc-Cre infection, luciferase reporter, 44 h. Potency, µM (top dose mostly 41.8 µM), for inactives: at the top dose activity change, negative = inhibition, actives largely listed as inhibitors. 3.4% of 340,000 active; note: potency is the fitted concentration of half-maximal effect
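Whole-lifecycle infectious HCVcc-Cre system; cells 1,000/well, compound then virus (~0.5 moi) added 4 h after plating, 44 h culture. Luciferase read 15 sec following 15 min substrate incubation, room temp.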
AmpC detergent – inhibitors of E. coli AmpC beta-lactamase with detergent; P00811; AmpC hydrolysis of nitrocefin, absorbance 480 nm, 0.01% Triton; Potency, µM (highest dose often 114 µM), without a hit: at the highest dose activity change, negative = inhibition, usual class: inhibitors; 0.041% of 370,000 active; AID 485294;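 note: potency is the fitted concentration of half-maximal effect; 0% = no-compound wells and -100% = no-enzyme wells; nearly all actives have a fitted effect of over 25% in size; some results filed as inactive show a strong effect at the top dose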
Target sequence (P00811 whole entry, looked up): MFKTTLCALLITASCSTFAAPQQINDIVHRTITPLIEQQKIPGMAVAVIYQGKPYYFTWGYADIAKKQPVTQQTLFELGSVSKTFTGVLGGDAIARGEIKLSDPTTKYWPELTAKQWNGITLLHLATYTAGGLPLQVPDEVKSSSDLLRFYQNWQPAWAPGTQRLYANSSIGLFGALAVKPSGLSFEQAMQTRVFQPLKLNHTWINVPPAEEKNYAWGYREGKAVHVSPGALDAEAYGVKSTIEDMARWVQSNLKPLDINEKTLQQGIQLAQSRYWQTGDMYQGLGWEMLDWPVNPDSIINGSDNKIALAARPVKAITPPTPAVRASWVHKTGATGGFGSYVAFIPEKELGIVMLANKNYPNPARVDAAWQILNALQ
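20 mM phosphate pH 7.0 + 0.01% (detergent screen) or 0.0001% Triton X-100; 5.3 nM AmpC reagent; cpd preinc 15 min RT; nitrocefin (800 uM stock) to start; A480 q20 s × 4 min; Activity was normalised to no-enzyme and no-compound control wells.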
LmPK inhibitor – blocks Leishmania mexicana pyruvate kinase activity; 0.37% of 290,000 active; Q27686; Potency, µM (top dose mostly 57.5 µM), inactives show at the top dose activity change, negative = inhibition, hits mostly inhibitors; AID 1721; purified LmPK, Kinase-Glo ATP luminescence, 1 h; note: potency is the fitted concentration of half-maximal effect
Target sequence (Q27686 whole entry, looked up): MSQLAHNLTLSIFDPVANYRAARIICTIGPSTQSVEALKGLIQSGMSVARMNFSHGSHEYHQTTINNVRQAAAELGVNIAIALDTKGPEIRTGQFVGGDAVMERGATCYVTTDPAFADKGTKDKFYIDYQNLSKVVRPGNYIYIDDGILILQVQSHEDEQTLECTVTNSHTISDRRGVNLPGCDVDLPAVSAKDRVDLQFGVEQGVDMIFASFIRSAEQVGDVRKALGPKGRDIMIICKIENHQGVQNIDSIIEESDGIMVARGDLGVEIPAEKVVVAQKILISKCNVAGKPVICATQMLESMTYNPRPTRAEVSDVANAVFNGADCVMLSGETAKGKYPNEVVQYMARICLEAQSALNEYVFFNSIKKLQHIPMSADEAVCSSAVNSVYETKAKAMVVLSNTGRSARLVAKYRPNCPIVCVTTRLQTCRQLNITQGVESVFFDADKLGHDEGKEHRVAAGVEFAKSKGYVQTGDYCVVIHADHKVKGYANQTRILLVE
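ATP generated from ADP (0.1 mM) and PEP (0.5 mM) by 0.1 nM LmPK over 1 h at room temperature (pH 7.2 imidazole buffer) was detected by coupled luciferase luminescence. Values were normalized to uninhibited and no-enzyme wells.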
AmpC inh no detg – AmpC beta-lactamase inhibition without detergent; P00811; AmpC nitrocefin hydrolysis, absorbance 480 nm, 0.0001% Triton; Potency, µM (doses to about 57.1 µM), inactives show at the top dose activity change, negative = inhibition, hits mostly inhibitors; 0.52% of 330,000 active; AID 485341;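 note: potency is the fitted concentration of half-maximal effect; plate controls were no compound for no effect and no enzyme for full effect; nearly all actives have a fitted effect of over 20% in size; some results filed as inactive show a strong effect at the top dose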
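AmpC (5.3 nM in the dispensed reagent) in 20 mM phosphate pH 7.0 with 0.01% (detergent screen) or 0.0001% Triton X-100 was preincubated with compounds for 15 min at room temperature. Nitrocefin was then added from an 800 uM solution, and hydrolysis was followed at 480 nm.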
Starred values were filed as active, the others as inactive; ? = inconclusive; / = not tested or not shown; & = joins results of further samples; [ ] = another dose, or the depositor's remark. Unless noted, calls come from the whole dose curve; as a rule, active = well fitted curve in the direction sought with a large enough effect; inconclusive = small, poorly fitted or top-dose-only effect, or another doubt; inactive = no such curve, though single readings can be large; an effect the other way counts as inactive or inconclusive. Unless noted, % is set by controls: 0 for no effect and ±100 for the full control effect.

The first 4 compounds as a preview:
[1] CCCN1C(=O)c2ccc(C(=O)NCc3ccco3)cc2C1=O
[2] CCOC(=O)c1cc(=O)n2nc(-c3ccccc3F)nc2s1
[3] c1ccc(N2CCN(Cc3cccn3-c3nnc(N4CCN(C5CCCCC5)CC4)s3)CC2)cc1
[4] COc1cc(C(=O)OCC(=O)NC2CCS(=O)(=O)C2)c([N+](=O)[O-])cc1OC (configuration not stated)
assay / entry	1	2	3	4
AmpC inh no detg	-33%	-9%	/	-5%
AMA1 RON2 block	-17%	2%	/	-9%
HCMV inh	16	62	1	29
LmPK inhibitor	0%	3%	/	1%
Tb PYK inh	0%	-10%	-3%	5%
HCV inhibitor	-7%	13%	/	-2%
AmpC detergent	2%	-2%	9%	-1%

The whole of this part, from the first entry:
[1] CCCN1C(=O)c2ccc(C(=O)NCc3ccco3)cc2C1=O
[2] CCOC(=O)c1cc(=O)n2nc(-c3ccccc3F)nc2s1
[3] c1ccc(N2CCN(Cc3cccn3-c3nnc(N4CCN(C5CCCCC5)CC4)s3)CC2)cc1
[4] COc1cc(C(=O)OCC(=O)NC2CCS(=O)(=O)C2)c([N+](=O)[O-])cc1OC (configuration not stated)
[5] CCN(CC)c1ccc2c(C)c(CN3CCOCC3)c(=O)oc2c1
[6] CC(C)CC(=O)Nc1nnc2n1CCS2
[7] CC/C(=N\NC(=O)C1CCCC1)c1ccc(Br)cc1
[8] CC1CCCC(C)N1C(=O)Cn1c(SCC(=O)NCc2ccc3c(c2)OCO3)nc2ccccc21 (configuration not stated)
assay / entry	1	2	3	4	5	6	7	8
AmpC inh no detg	-33%	-9%	/	-5%	35%	/	-2%	6%
AMA1 RON2 block	-17%	2%	/	-9%	-4%	/	14%	19%
HCMV inh	16	62	1	29	/	0	26	-68*
LmPK inhibitor	0%	3%	/	1%	4%	/	2%	-2%
Tb PYK inh	0%	-10%	-3%	5%	3%	2%	0%	7%
HCV inhibitor	-7%	13%	/	-2%	?	/	-3%	4%
AmpC detergent	2%	-2%	9%	-1%	-10%	5%	11%	-7%

[9] N#Cc1ccc(CN2CCN(C(=O)CNS(=O)(=O)c3ccc4c(c3)OCCCO4)CC2)cc1
[10] CCc1ccc(NC(=O)C(=O)NCCc2sc3nc(-c4ccc(OC)cc4)nn3c2C)cc1
[11] C/C(=N\OCC(=O)OC(C)C(=O)Nc1ccc(C(N)=O)cc1)c1ccc2c(c1)OCO2 (configuration not stated)
[12] NC(=O)c1ccccc1OCc1nnc(-c2ccccc2Br)o1
[13] O=C1CC(c2ccc(F)cc2)CC(O)=C1C=NCCN1CCNCC1 (configuration not stated)
[14] CCN(CC(=O)Nc1ccc(OC)cc1)C(=O)CCS(=O)(=O)c1ccc(C)cc1
[15] Nc1ncnc(Sc2ccccc2)c1[N+](=O)[O-]
[16] CCC1Nc2ncnc(N3CCOCC3)c2N(Cc2ccc(Br)cc2)C1=O (configuration not stated)
assay / entry	9	10	11	12	13	14	15	16
AmpC inh no detg	1%	/	-19%	-12%	/	-13%	-16%	34%
AMA1 RON2 block	9%	/	-7%	-1%	38%[activator]	45%[activator]	-1%	5%&12%
HCMV inh	1	-64*	-15	37	7	15	-20	-9&-9
LmPK inhibitor	/	/	-7%	-5%	/	-8%	-2%	/
Tb PYK inh	2%	1%	-6%	-3%	-2%	-3%	-6%	4%&-5%
HCV inhibitor	?	/	21%	-26%	5%	/	?	5%
AmpC detergent	-4%	0%	3%	-7%	/	5%	2%	/

[17] CN1CCN(CC(=O)Nc2nc3ccccc3s2)CC1
[18] Cc1ccc(-c2noc(-c3ccno3)n2)cc1
[19] O=C(O)c1cccc(NC(=O)c2cccc(S(=O)(=O)N3CCc4ccccc4C3)c2)c1
[20] CN(C(=O)c1cccc(NC(=O)Cc2ccc(NC(=O)C3CCCN(C(=O)c4ccccc4)C3)cc2)c1)C1CCCC1 (configuration not stated)
[21] Cc1csc2nc(CSc3nc4ccccc4o3)c(Br)n12
[22] Cc1c(NC(=O)c2cccs2)cccc1NC(=O)c1cccs1
[23] Cn1cncc1C#Cc1ccc2cc(C(C)(C)O)oc(=O)c2c1
[24] CCOC(=O)c1ccc(NC(=O)CN2C(=O)NC3(CCCCCCC3)C2=O)cc1
assay / entry	17	18	19	20	21	22	23	24
AmpC inh no detg	-14%	-20%	-43%	/	5%	-8%	-15%	-16%
AMA1 RON2 block	-28%	0%	-1%	15%	0%	11%	0%	-3%
HCMV inh	-2	26	13	?	74	4	21	0
LmPK inhibitor	-1%	-9%	-1%	/	-18%	-1%	/	/
Tb PYK inh	10%	0%	1%	5%	-9%	-13%	1%	-7%
HCV inhibitor	-8%	7%	14%	38%[activator][8.37 µM]	?	/	-6%	?
AmpC detergent	-12%	1%	-9%	/	1%	1%	3%	-1%

[25] COc1ccccc1CNC(=O)c1cnc2sccn2c1=O
[26] CCCCC(=O)N1CCCC(C(=O)OCC)C1 (configuration not stated)
[27] COCCN(C(=O)COC(=O)CCc1c[nH]c2ccccc12)c1c(N)n(Cc2ccccc2)c(=O)[nH]c1=O
[28] COc1cccc(N2CCN(c3nc(C)cc(=O)[nH]3)CC2)c1
[29] N#Cc1nc(-c2ccccc2)oc1N1CCC(C(N)=O)CC1
[30] CC(=O)C1=C(C)NC(SCC(N)=O)=C(C#N)C1c1ccco1 (configuration not stated)
[31] Cc1cc(C)nc(/N=C(\N)Nc2ccc(OCc3ccccc3)cc2)n1
[32] OCCCc1nc2ccccc2n1CCCCOc1ccccc1
assay / entry	25	26	27	28	29	30	31	32
AmpC inh no detg	2%	-8%	62%[activator]	-16%	-1%	-4%	2%	123%[activator]
AMA1 RON2 block	-3%	15%	1%	0%	6%	-1%	1%	-7%
HCMV inh	14	7	-24	107	-9	1	-75*	39&-13
LmPK inhibitor	-4%	-1%	/	-1%	-4%	-16%	1%	2%
Tb PYK inh	3%	-21%	-4%	3%	-11%	1%	1%	1%&3%
HCV inhibitor	10µM*	5%	0%[8.37 µM]	7%	-6%	8%	10µM*	7%
AmpC detergent	?	-6%	-16%	?	0%	1%	9%	-4%&1%

[33] O=S1(=O)c2ccccc2OC(COCc2ccccc2)CN1C1CC1 (configuration not stated)
[34] Cc1ccc(S(=O)(=O)c2nc(-c3cccs3)oc2SCC(N)=O)cc1
[35] CCOC(=O)N1CCN(C(=O)C[C@@H]2C[C@@]3(C(=O)OCC)CCC=C3N(Cc3cccc4ccccc34)C2=O)CC1
[36] COc1cccc(C(C)(O)c2nc(-c3ccc(F)cc3OC)cs2)c1 (configuration not stated)
[37] Cc1cccc(Nc2nc(N)nc(CN3CCN(c4ccccc4F)CC3)n2)c1
[38] CCc1c(O)nc(SCC(=O)Nc2ccccc2)n(-c2ccccc2C)c1=O
[39] COc1ccc(N2CCN(CCCNC(=O)CCC(=O)N3CCOc4ccc(Cl)cc43)CC2)cc1
[40] CCN1CCN(C(=O)c2ccc3c(=O)n(CCC4=CCCCC4)c(=O)[nH]c3c2)CC1
assay / entry	33	34	35	36	37	38	39	40
AmpC inh no detg	-20%	-19%	/	/	/	/	149%[activator]	127%[activator]
AMA1 RON2 block	0%	-7%	-6%	1%	?	0%	-21%	-4%
HCMV inh	-15	-6	29	-39	23	0	-20	?
LmPK inhibitor	/	5%	/	/	/	/	-3%	-1%
Tb PYK inh	6%	-1%	0%	-2%	2%	-6%	0%	-2%
HCV inhibitor	8%	-30%	/	/	?	/	?	?
AmpC detergent	/	?	/	/	/	/	-6%	-4%

[41] COCCn1c(C)cc(C2=NNC(=NC3CC3)SC2)c1C
[42] Cc1ccc(C)c(NC(=O)CSc2nnc([C@@H]3CCCN3C(=O)OC(C)(C)C)o2)c1
[43] CC(=O)OC(C(=O)NCc1ccco1)c1ccncc1 (configuration not stated)
[44] O=C(Nc1ccccc1-c1ccccc1)C(=O)Nc1ccccc1-c1ccccc1
[45] O=C1NCCN/C1=C\C(=O)c1ccc(F)cc1
[46] CC(C)NC(=O)CCCc1cn(C)c2ccccc12
[47] CCn1cc(C(=O)NCC2CCCO2)c(=O)c2cc(F)c(N3CCN(C)CC3)cc21 (configuration not stated)
[48] N#C/C(=C\c1c(N(Cc2ccccc2)Cc2ccccc2)nc2ccccn2c1=O)C(N)=O
assay / entry	41	42	43	44	45	46	47	48
AmpC inh no detg	48%	83%[activator]	0%	-11%	-5%	1%	5%	170%[activator]
AMA1 RON2 block	52%[activator]	1%	1%	/	-5%	-12%	-5%	0%
HCMV inh	-96*	-19	24	/	43	4	-6	-14
LmPK inhibitor	?	5%	-1%	0%	-3%	2%	2%	3%
Tb PYK inh	?	4%	9%	/	0%	-1%	-8%	-12%
HCV inhibitor	?	-13%	13%	/	-13%	-27%	-4%	3%
AmpC detergent	1%	4%	-11%	6%	-8%	-9%	-1%	-7%

[49] CCn1cc(CN2CCC(n3nccc3NC(=O)CCCc3ccccc3)CC2)cn1
[50] CCCOc1ccc(OCC(=O)c2[nH]c(C)c(C(C)=O)c2C)cc1
[51] Cc1ccc(NC(=O)CCCn2nc(C)c3c(C)n(-c4ccccc4)nc3c2=O)cc1Cl
[52] O=C(N/N=C/c1ccccc1)c1cc[n+]([O-])cc1
[53] FC(F)(F)c1cnc(-c2cnc3c(-c4ccc(Cl)cc4)cnn3c2)c(Cl)c1
[54] Cn1c(CCN2CCCCC2)nc2cc([N+](=O)[O-])ccc21
[55] O=C(CCCC(=O)c1ccc(O)cc1)c1ccc(O)cc1
assay / entry	49	50	51	52	53	54	55
AmpC inh no detg	37%	-21%	/	-10%	?	-16%	-13%
AMA1 RON2 block	-4%	9%	/	13%	4%	0%	7%
HCMV inh	?	-34	0	8	2	?	83
LmPK inhibitor	-5%	8%	/	2%	3%	1%	/
Tb PYK inh	-2%	2%	-2%[15.4 µM]	5%	3%	1%	10%
HCV inhibitor	-14%	?	/	6%	7%	-17%	9%
AmpC detergent	-3%	-12%	17%	-9%	-1%	-4%	-6%
